ADAM10 inh = human ADAM10 inhibitors, primary screen, biochemical, QFRET, HTS. recombinant ADAM10, EDANS/DABCYL FRET peptide cleavage, 3 h. inhibition, % at 7 µM. actives 0.62% (n = 370,000);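 active = inhibition above a per-campaign cutoff equal to the mean of compounds falling between control-based bounds plus 3 SD, cut at about 20% in these data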;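 also: 0% = DMSO wells while the 100% control is not disclosed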
Target sequence (O14672 214-748 limits assumed): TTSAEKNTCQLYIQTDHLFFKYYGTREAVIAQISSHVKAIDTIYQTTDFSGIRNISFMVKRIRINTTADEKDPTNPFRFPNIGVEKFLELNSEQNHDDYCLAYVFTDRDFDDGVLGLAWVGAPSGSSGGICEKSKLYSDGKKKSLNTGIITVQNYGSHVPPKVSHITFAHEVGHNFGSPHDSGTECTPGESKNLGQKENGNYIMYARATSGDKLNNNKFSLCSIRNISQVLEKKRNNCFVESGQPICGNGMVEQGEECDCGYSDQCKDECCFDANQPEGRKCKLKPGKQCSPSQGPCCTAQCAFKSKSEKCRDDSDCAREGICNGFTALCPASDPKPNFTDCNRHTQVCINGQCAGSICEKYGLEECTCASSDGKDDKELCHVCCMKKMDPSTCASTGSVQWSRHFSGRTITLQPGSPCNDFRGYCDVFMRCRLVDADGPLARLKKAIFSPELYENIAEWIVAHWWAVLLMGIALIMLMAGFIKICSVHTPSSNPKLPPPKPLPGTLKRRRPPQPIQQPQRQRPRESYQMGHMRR
hgDAF12 agonist = H. glycines DAF-12 receptor agonists, primary screen, cell-based, luminescence, HEK293, GAL4 fusion, UAS-luciferase. Nuclear hormone receptor DAF-12 (Heterodera glycines), GAL4 fusion. HEK293 GAL4-hgDAF12 UAS-luciferase reporter, agonist luminescence; normalized to butyrate control. activation, % at 6.8 µM. actives 1.8% (n = 370,000);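 active = activation above a cutoff set at the mean of all screened compounds plus 3 SD, cut at about 10% in these data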;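 also: 0% = DMSO wells and 100% = sodium butyrate wells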
GC-B act = human GC-B receptor activators, primary screen, HEK293 GC-B cells, cGMP TR-FRET, EC30 CNP | 0% at EC30 CNP, 100% saturating CNP | actives 0.11% (n = 370,000) | activation, % at 10 µM | Atrial natriuretic peptide receptor 2 (Homo sapiens), P20594 | AID 1920062, 2024;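 active = activation at 10 µM reaching about 35% in either raw or pattern-adjusted values, limit read from the data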
SMARCA2 activ = SMARCA2 (BRM) function activators, primary screen, cell-based, luminescence, high throughput. actives 1% (n = 370,000). MG213 cells, MMTV-luciferase reporter, dexamethasone, overnight. activation, % at 9.1 µM; in the data active = activation above about 7.8%;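 also: 0% = vehicle wells and 100% = reference activator wells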
NPR1 activator = GC-A stimulated cGMP production enhancers – HEK293 GC-A cells, cGMP TR-FRET, EC30 ANP, primary screen; 0% at EC30 ANP, 100% saturating ANP; activation, % at 10 µM; actives 0.14% (n = 370,000); in the data active = activation above about 40%
DAX1 inh-1 = DAX1 (NR0B1) inhibitors, primary screen, cell-based, HEK293, Gal4-DAX1, luciferase luminescence; Nuclear receptor subfamily 0 group B member 1 (Homo sapiens), P51843; HEK293 Gal4-DAX1 luciferase reporter; inhibition, % at 6.75 µM; actives 0.99% (n = 340,000); AID 504766, 2011;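 active = inhibition above the mean over all tested compounds plus 3 SD, cut at about 4.2% in these data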;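 also: 0% = DAX1-transfected cells with DMSO and 100% = empty-vector control cells with DMSO; inhibition shows as a rise in luminescence from relieved DAX1 repression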
Target sequence (P51843 207-470 limits assumed): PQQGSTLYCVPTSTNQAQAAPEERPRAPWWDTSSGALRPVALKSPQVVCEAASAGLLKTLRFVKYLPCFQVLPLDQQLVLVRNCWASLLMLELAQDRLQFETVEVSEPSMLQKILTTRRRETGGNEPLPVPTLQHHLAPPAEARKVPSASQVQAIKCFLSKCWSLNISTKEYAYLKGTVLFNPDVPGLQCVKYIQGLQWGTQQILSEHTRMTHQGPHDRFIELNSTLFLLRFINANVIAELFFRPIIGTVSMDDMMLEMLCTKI
ssDAF12 agonist = S. stercoralis DAF-12 nuclear receptor activators, primary screen, cell-based, luminescence, HEK293, GRIP1 co-expression, lit1-tk-luc; HEK293 ssDAF-12/GRIP1 lit1-tk-luc reporter; % of 3 µM dafachronic acid response; activation, % at 6.8 µM; Nuclear hormone receptor DAF-12 (Strongyloides stercoralis); actives 1% (n = 370,000);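 active = activation above the mean over all tested compounds plus 3 SD, cut at about 0.9% in these data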;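 also: 0% = DMSO-only wells and 100% = 3 µM delta7-dafachronic acid wells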
DAX1 inh-2 = DAX1 (NR0B1) inhibitors on StAR promoter, primary screen, cell-based, luminescence, SF-1 (NR5A1), full-length DAX-1; HEK293T StAR-luciferase reporter, SF-1/DAX-1 repression relief; inhibition, % at 6.8 µM; actives 1.1% (n = 370,000); AID 652010, 2013;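 active = inhibition above the mean over all tested compounds plus 3 SD, cut at about 3.6% in these data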;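 also: 0% = DAX-1 cells with DMSO and 100% = cells lacking DAX-1 with DMSO; higher inhibition means more luminescence from relief of DAX-1 repression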
hcDAF12 agonist = H. contortus DAF-12 nuclear receptor activators, primary screen, cell-based, luminescence, HEK293, lit1-tk-luc reporter; HEK293 hcDAF-12 lit1-tk-luc reporter; 0% DMSO, 100% Δ7-dafachronic acid; activation, % at 6.8 µM; actives 1.4% (n = 370,000);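 active = activation above the mean of all tested compounds plus 3 SD, cut at about 5.5% in these data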;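 also: 100% = response to 3 µM Δ7-dafachronic acid high control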
FXN GAA850 act = FXN promoter activators, primary screen, cell-based, luciferase luminescence, HEK293 lucGAA850; HEK293 lucGAA850 FXN promoter luciferase reporter, 24 h; percent of 10 µM SAHA response; activation, % at 6 µM; actives 0.56% (n = 360,000); AID 540364, 2011;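 active = activation above the average of all compounds screened plus 3 SD, cutoff fixed separately per campaign, cut at about 7.5% in these data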;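 also: 0% = DMSO wells and 100% = 10 µM SAHA wells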
HGIII-sPLA2 inh = human group III sPLA2 inhibitors, primary screen, biochemical, QFRET, BODIPY PC-A2 liposome substrate. actives 0.56% (n = 370,000). QFRET BODIPY PC-A2 liposome hydrolysis, fluorescence. Group 3 secretory phospholipase A2 (Homo sapiens), Q9NZ20. inhibition, % at 12.2 µM;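 active = inhibition above mean plus 3 SD of compounds lying within the high and low control bounds, cut at about 19% in these data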;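 also: 0% = median of test compound wells and 100% = no enzyme DMSO wells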
An asterisk follows results filed as active; i = inactive; / = not tested or not shown.

SMILES	ADAM10 inh	hgDAF12 agonist	GC-B act	SMARCA2 activ	NPR1 activator	DAX1 inh-1	ssDAF12 agonist	DAX1 inh-2	hcDAF12 agonist	FXN GAA850 act	HGIII-sPLA2 inh
O=C(OCc1ccc(F)cc1)c1cc(=O)c2ccccc2o1	-1	2.1	-3	0	-3	-0.8	-1.0	-0.3	0.6	1.3	-2
COc1ccccc1C1NC(=O)NC(C)=C1C(=O)OCC1CCCCC1 (stereo not given)	-6	-1.8	-3	-6	-4	-0.3	-1.3	-1.0	-1.1	1.6	9
Cc1cc(NC(=O)Cn2cc([N+](=O)[O-])cn2)n(Cc2ccc(F)cc2)n1	0	-1.9	6	-3	-2	-0.9	-1.8	-0.6	-0.2	0.2	-3
COc1ccc(C(O)c2nc(-c3cccc4cccnc34)cs2)cc1 (stereo not given)	-20	2.0	-3	-1	1	/	-1.6	0.8	1.6	-0.2	-13
CC1(C)CC(=O)C=C(c2ccc(-c3cccc4c3sc3ccccc34)cc2)C1=O	5	3.1	1	3	2	0.4	-1.5	-0.3	-0.2	0.8	-3
CC(Oc1ccccc1F)c1nnc(SCC(=O)N(c2ccccc2)C2CCS(=O)(=O)C2)o1 (stereo not given)	-17	-1.2	-5	-3	0	-0.5	-1.2	-2.0	-0.1	-1.1	9
O=C(CSc1ncccc1C(=O)O)NC1CCCCC1	4	1.1	2	-4	2	1.9	-1.8	-1.1	-0.1	1.2	6
COC(=O)C1=C(C)N(C)C(=NCc2cc(OC)c(OC)c(OC)c2)NC1c1cccc(C(F)(F)F)c1 (stereo not given)	-2	0.6	-4	0	-7	/	-0.7	1.2	-0.3	/	-18
Cc1nn(C(C)c2nc(-c3ccccc3)no2)c(C)c1[N+](=O)[O-] (stereo not given)	6	0.4	-2	0	-2	0.6	-1.5	0.0	0.2	1.3	1
COc1ccc(/C=C/C(=O)OCC(=O)Nc2ncc(Cl)cc2Cl)cc1	-16	0.5	-4	2	-4	0.4	1.1*	-0.6	1.8	-0.5	-3
O=C(CCNS(=O)(=O)c1cccc2nonc12)NCCc1ccc(Cl)cc1	0	-1.6	-6	-2	-2	-0.9	-0.7	0.4	-0.2	-2.2	-6
CCCNc1nc2c(c(=O)[nH]c(=O)n2C)n1Cc1cccc(Br)c1	-2	-2.4	-21	-2	-34	0.2	-0.8	0.3	-1.1	3.2	15
CC(Oc1cccc(Cl)c1)C(=O)NNC(=O)c1cccnc1 (stereo not given)	-9	-3.0	1	-2	4	-0.4	-0.8	-0.2	0.5	0.3	7
CCn1c(CSc2nnc(-c3ccc4c(c3)OCO4)o2)nc2cc(S(=O)(=O)N(C)C)ccc21	-40	-1.0	-7	6	0	-1.6	-1.0	0.0	-1.5	0.3	-1
CCc1ccc(/C=C2/SC(N3CCOCC3)=NC2=O)cc1	-1	4.0	-7	-1	-6	-0.1	-1.1	-0.6	-0.7	1.2	-10
COc1ccccc1N1CCN(C(=O)Nc2cccc(Cl)c2)CC1	-1	2.8	-10	1	2	-1.2	-1.9	0.3	-1.2	2.4	-8
CCCS(=O)(=O)N1CCCC(C(=O)Nc2ccc3c(c2)CCC3)C1 (stereo not given)	5	1.5	-3	-1	2	0.3	-1.1	-1.3	-0.8	-0.5	-4
O=C(NNC(=S)NC1CC2C=CC1C2)c1cccnc1 (stereo not given)	12	1.0	-6	-4	-1	/	-0.1	-0.1	0.5	1.5	22*
CCOc1ccc(-n2c(SCC(=O)Nc3ccc4c(c3)c3ccccc3n4CC)nnc2-c2cccnc2)cc1	15	-2.5	4	0	-2	/	-1.9	-1.6	-2.7	/	2
N#CCC[C@H]1CC[C@]2(CCCN(C(=O)c3ccc4ccccc4n3)C2)O1	-1	1.5	-3	-2	3	/	0.1	0.5	-0.8	/	6
COC(=O)c1ccccc1NC(=O)CN(CCc1ccccc1)S(C)(=O)=O	-1	-2.0	-1	-2	-8	0.2	-0.8	-0.3	-1.2	-0.2	-12
FC(F)(F)c1cc(Cl)c2nnc(-c3cccnc3)n2c1	-6	-4.2	2	-1	-6	1.4	-1.1	-0.7	0.6	-0.3	-3
Cc1ccc(-n2cc(C(=O)c3ccc4ccccc4c3O)cn2)cc1	-128	0.1	-1	-4	9	3.0	0.1	1.2	1.1	1.1	-7
O=C1c2ccccc2-c2c1cccc2C(=O)N1CCOCC1	-5	-2.6	1	1	2	0.3	-1.1	0.2	-0.9	2.8	-2
O=C(Nc1ccccc1)OCC(CN1CCCCC1)OC(=O)Nc1ccccc1 (stereo not given)	-3	2.1	-2	-3	-4	-0.6	0.1	0.4	0.6	-4.3	-5
NC(=O)Nc1ccc2c(c1)OCCO2	-3	7.8	-3	-2	1	1.8	-0.9	0.7	2.0	1.5	-3
CN(C(=O)CO/N=C/c1ccc(Cl)cc1)c1ccccc1	-11	-0.9	-5	-3	-1	0.9	-2.1	-1.5	0.8	-1.6	-7
CCc1cccc(C)c1NC(=O)c1ccc(CN2CCc3ccccc3C2)cc1	-6	0.3	5	-1	-4	-1.2	-1.3	-0.9	-1.4	-0.5	-7
Cn1c(-c2ccc(N)cc2)nc2ccccc21	-125	8.1	-1	3	9	1.2	-0.6	1.0	1.4	6.2	1
CC(C)NC(=O)NC(=O)CSc1nnc(COc2ccccc2Cl)o1	7	0.5	1	2	4	0.7	-1.6	-0.9	-1.3	-0.9	-18
N#CCSc1nnc(COc2cccc3ccccc23)n1-c1ccccc1	1	-6.3	-9	-9	-9	-2.3	-1.8	-1.4	-2.2	-0.2	-32
CC(C)NC(=O)c1ccc(S(=O)(=O)N(C)C)cc1	-2	-1.0	/	-2	/	2.6	-1.5	-0.6	-1.6	-0.6	4
Cc1ccc(NS(=O)(=O)c2cc3c4c(cccc4c2)C(=O)NC3=O)cc1C	3	0.3	3	-5	-3	-0.1	-1.4	-0.2	-1.2	-1.8	-16
Cc1ccc2nc(C3CCCN(C(=S)Nc4cccc(C)c4C)C3)[nH]c2c1 (stereo not given)	5	-1.9	-6	-4	0	-2.3	-1.9	-0.2	-1.5	-2.3	9
CN1CCN(NC(=O)CN(C)S(=O)(=O)c2cc(Cl)ccc2Cl)CC1	9	-1.6	6	-3	1	-0.5	-0.8	1.2	-1.7	0.6	1
COc1ccc([C@H]2CC(=O)C=C(c3ccc4c(c3)OCO4)C2)cc1OC	2	1.1	1	2	0	3.8	-1.6	0.0	-1.9	1.1	4
O=C(NCc1cccnc1)c1ccccn1	-1	-1.1	-2	0	1	1.8	-0.9	0.2	0.6	1.2	6
COc1ccc(CNC(=O)C2Cc3c(-c4cccc(C(C)=O)c4)ccnc3O2)cc1OC (stereo not given)	-10	-1.8	-5	0	-1	/	-1.8	-1.9	-0.2	-4.0	1
Cc1oc2cc3oc(=O)c(CCC(=O)NCCCC(=O)O)c(C)c3cc2c1C	-371	0.0	-2	-3	8	1.8	-0.1	0.3	-0.1	-1.2	5
CC(C)(C)NC(=O)CSC(=Nc1ccccc1F)NC#N	-36	9.7	6	5	4	0.4	-0.9	2.0	0.0	4.7	-10
Cc1ccc(NC(=O)[C@H](CC(C)C)NC(=O)[C@@H]2Cc3ccccc3CN2)cc1	-1	2.0	-4	-1	2	0.7	-1.1	0.6	4.1	1.1	2
O=C(CNC(=O)c1ccc(Cl)cc1Cl)OCCOc1ccccc1F	-3	1.5	2	-3	0	-0.5	-1.2	1.0	-1.1	0.9	13
COC(=O)[C@@]12CCCCC3=C1N(CCC3)C(=O)[C@H]2CC(=O)NCCc1ccccc1OC	-3	0.1	-2	-4	0	/	-0.5	-0.4	-1.6	/	1
O=C(Cn1c(=O)oc2ccccc21)N1CCOCC1	5	-1.9	1	-1	6	0.5	-1.7	-0.3	-3.6	-1.0	8
O=C(C1CCCN(S(=O)(=O)c2ccc(Cl)cc2)C1)N(Cc1cccs1)C1CC1 (stereo not given)	6	-0.3	-6	0	-1	-0.9	-0.9	-0.8	-1.1	-2.1	-3
CCOC(=O)C1(CCCc2ccccc2)CCN(C(=O)c2cnn(CC)c2)CC1	0	-2.7	-7	-3	-5	-0.9	-1.2	-1.0	-2.4	1.8	-10
O=C(NCC(=O)N1CCN(c2ccccc2F)CC1)c1ccco1	1	1.3	-1	0	0	0.4	-0.8	-0.1	-1.4	1.1	3
CC1CCCN(CC(O)COCc2ccccc2)C1 (stereo not given)	3	-0.4	1	-1	-4	0.1	0.1	0.0	-0.8	1.9	1
COc1ccc(-c2coc3c(C(=O)NCC4CC4)cccc23)c(C)c1	-5	-0.8	0	-5	5	/	-1.5	-1.4	-3.5	0.5	1
CC(C)C(=O)Nc1nc2cc3c(cc2s1)OCO3	-7	9.9	-3	-1	8	1.4	-0.6	0.7	1.8	0.5	8
COc1ccc(OC)c(NC(=S)NCCC(c2ccccc2)c2ccccc2)c1	21*	-1.4	-5	-4	-6	-1.8	-0.6	-0.4	1.1	-0.1	-17
NC(=O)C1CCN(C(=S)NCCc2ccccc2)CC1	-2	-0.5	2	-2	1	-0.8	-1.4	0.3	-0.6	1.3	7
COc1ccccc1CNc1nc(NCCOc2ccccc2)c2sccc2n1	6	-3.4	0	-6	-2	/	-1.7	-2.9	-3.4	2.1	-27
O=C(c1cc(COc2c(F)cccc2F)on1)N(Cc1ccccc1)CC1CC1	2	0.2	-2	-2	-3	0.0	-1.5	-1.1	-0.7	2.4	-9
CN(C(=O)c1ccc(Cl)cc1)C1=CCCCC1CCC#N (stereo not given)	-6	-2.2	-1	-1	-2	-0.9	-1.0	-0.3	-2.2	0.4	-3
COC(=O)Cc1c(C)c2ccc(OCC(=O)N3CCCC3)c(C)c2oc1=O	i	0.9	2	-2	1	-0.6	-1.0	-3.0	-1.9	-0.9	2

A run of entries from the list above, for reference:
SMILES	ADAM10 inh	hgDAF12 agonist	GC-B act	SMARCA2 activ	NPR1 activator	DAX1 inh-1	ssDAF12 agonist	DAX1 inh-2	hcDAF12 agonist	FXN GAA850 act	HGIII-sPLA2 inh
CCOC(=O)C1(CCCc2ccccc2)CCN(C(=O)c2cnn(CC)c2)CC1	0	-2.7	-7	-3	-5	-0.9	-1.2	-1.0	-2.4	1.8	-10
O=C(NCC(=O)N1CCN(c2ccccc2F)CC1)c1ccco1	1	1.3	-1	0	0	0.4	-0.8	-0.1	-1.4	1.1	3
